Bioassay records as filed in PubChem BioAssay.
TRPC4 inh: blocks the mouse TRPC4 cation channel; B-score at 10 µM; HEK293 TRPC4beta/mu-opioid, DAMGO-evoked Fluo4 calcium flux; hits give low values; actives 0.39% (n = 300,000);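 active means B-score over 3 SD under the library average, no early fluorescence shift, positive overall ratio signal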
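System: stable TRPC4beta/mu-opioid receptor HEK293 cells; Dosing: single-point compound dosing; Measured by: Fluo4 Ca2+ flux fluorescence; Read-out basis: per-well B score of integrated baseline-normalized Fluo4 ratio.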
DYRK1A inh: Dyrk1A (rat) kinase inhibition; ADP-Glo luminescence, NFATc1 peptide; actives 0.43% (n = 310,000); AID 504441; inhibition, % at 12.5 µM; Q63470; in the data active means inhibition above about 50%;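 further: plate controls were vehicle with enzyme for no effect and no enzyme for full effect; many of its hits are not listed in these tables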
Platelet DG rel: modulates dense granule release in human platelets | human platelet-rich plasma, SFLLRN dense granule ATP release, luminescence | inhibition, %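 (compounds screened at 7.5 µM in platelet-rich plasma)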 | actives 0.22% (n = 300,000) | AID 1663;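 active means mean replicate score, as percent of positive control, at or above 50; inconclusive means mean below 50 but at least one replicate at or above 50; inactive means mean and every replicate below 50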
hERG protect: hERG (human) protection from proarrhythmic block; actives 0.51% (n = 310,000); AID 1511; activation (rescue from dofetilide block), less the hit threshold, % at 10 µM; CHO-hERG, FluxOR thallium flux, dofetilide IC70 present; Q12809;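 active means activation above the mean of controls blocked by dofetilide plus 5 SD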;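 further: thallium influx through hERG after potassium depolarization seen as dye fluorescence rise; in these data hits start at about 4.7%; inactives centre near -7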
Target sequence (Q12809 whole entry, looked up): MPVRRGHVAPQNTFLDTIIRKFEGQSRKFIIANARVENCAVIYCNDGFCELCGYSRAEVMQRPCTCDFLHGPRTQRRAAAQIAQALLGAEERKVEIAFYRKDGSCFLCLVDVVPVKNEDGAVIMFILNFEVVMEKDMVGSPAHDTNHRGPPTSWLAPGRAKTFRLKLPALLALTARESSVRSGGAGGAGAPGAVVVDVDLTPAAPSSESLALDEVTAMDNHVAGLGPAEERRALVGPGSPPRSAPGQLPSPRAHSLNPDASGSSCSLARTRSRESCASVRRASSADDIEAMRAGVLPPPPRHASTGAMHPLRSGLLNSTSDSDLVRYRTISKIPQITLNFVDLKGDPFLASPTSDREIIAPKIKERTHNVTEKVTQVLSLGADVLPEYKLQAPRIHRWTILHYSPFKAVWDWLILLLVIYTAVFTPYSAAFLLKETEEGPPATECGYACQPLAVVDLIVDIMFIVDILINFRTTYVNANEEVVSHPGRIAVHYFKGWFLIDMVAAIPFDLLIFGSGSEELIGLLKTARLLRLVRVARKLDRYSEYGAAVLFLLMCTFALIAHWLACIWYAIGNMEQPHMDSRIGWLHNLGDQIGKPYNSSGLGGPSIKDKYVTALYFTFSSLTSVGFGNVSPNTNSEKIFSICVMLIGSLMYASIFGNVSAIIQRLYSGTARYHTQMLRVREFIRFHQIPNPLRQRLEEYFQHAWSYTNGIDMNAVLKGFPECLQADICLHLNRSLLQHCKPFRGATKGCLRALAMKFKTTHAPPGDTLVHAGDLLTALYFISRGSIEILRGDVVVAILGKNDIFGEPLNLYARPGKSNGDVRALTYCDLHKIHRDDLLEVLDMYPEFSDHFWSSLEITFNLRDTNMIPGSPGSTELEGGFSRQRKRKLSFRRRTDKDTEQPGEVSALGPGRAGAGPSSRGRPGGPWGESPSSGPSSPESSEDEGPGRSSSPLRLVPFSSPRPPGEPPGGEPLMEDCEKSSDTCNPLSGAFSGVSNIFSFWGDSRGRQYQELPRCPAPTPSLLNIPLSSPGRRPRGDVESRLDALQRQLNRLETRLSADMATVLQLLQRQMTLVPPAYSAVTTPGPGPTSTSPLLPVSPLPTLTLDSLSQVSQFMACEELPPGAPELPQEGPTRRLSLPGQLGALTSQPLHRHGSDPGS
TRPC4 act: TRPC4 (mouse) channel activation; Q9QUQ5; HEK293 TRPC4beta/mu-opioid, Fluo4 calcium fluorescence; hits give high values; B-score at 10 µM; actives 0.49% (n = 310,000); AID 2237;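 active means B-score above 5 SD of library B-scores, and initial fluorescence ratio not above library mean plus 5 SD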;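 further: positive B-score marks a calcium rise read as TRPC4 activation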
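System: HEK293 cells stably co-expressing mouse TRPC4beta and mu-opioid receptor; Schedule: Fluo4 dye loading 45 min at room temperature, 110 s recording; Detection: Fluo4 fluorescence, kinetic; Evaluation: B-scored integrated calcium fluorescence ratio; Controls: buffer (low) and maximal DAMGO (high).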
KCNQ1 inh: human KCNQ1 channel inhibition; P51787; CHO-K1 KCNQ1, FluxOR thallium flux fluorescence; hits give high values; B-score at 10 µM; actives 1.3% (n = 310,000);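 active means compounds whose thallium flux B-score, printed positive for inhibition, exceeds three library SD while starting fluorescence stays within three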;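 further: channel opened by potassium depolarization with thallium stimulus after 20 min compound exposure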
KCNK9 inh: human KCNK9 channel inhibition; Q9NPC2; HEK293 KCNK9, FluxOR thallium flux fluorescence; hits give low values; B-score at 10 µM; actives 1.2% (n = 310,000);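 active means ratio B-score over 3 SD below the library mean, with starting fluorescence within 5 SD of its mean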;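 further: negative B-score means less thallium flux so channel inhibition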
PolyA inh: yeast polyadenylation inhibition. calls only at 12 µM. S. cerevisiae SKY197-pL101 polyadenylation reporter, beta-gal luminescence; efflux-impaired pdr1/pdr3 knockout yeast; score 100 = 6 SD above DMSO. actives 0.02% (n = 300,000);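 active means lowest replicate activity score at least 50, where 100 means six control SD above control mean; inconclusive means lowest score under 50 but half or more replicates reach 50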;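 further: yeast exposed to compound for 9 h at 30 °C; higher score means more reporter readthrough which indicates perturbed polyadenylation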
TRPC4 potent: allosteric potentiators of mouse TRPC4 channel; AID 2227; actives 0.42% (n = 310,000); Q9QUQ5; HEK293 TRPC4beta/mu-opioid, DAMGO EC20, Fluo-4 Ca2+ flux; hits give high values; B-score at 10 µM;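 active means B-score of calcium response area above 5 SD of library B-scores, with initial fluorescence ratio within 5 SD of library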;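 further: B-score of integrated fluorescence ratio over time as area under calcium response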
KCNQ1 act: human KCNQ1 channel potentiation or activation | AID 2648 | CHO-K1 KCNQ1, thallium flux FluxOR fluorescence; hits give high values | B-score at 10 µM | actives 0.35% (n = 310,000) | P51787;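 active means fluorescence ratio B-score, a plate-corrected score, at least three library SD, with initial intensity B-score within 5 SD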
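Assay system: CHO-K1 cells stably expressing KCNQ1; Medium: assay buffer with matched DMSO; Also added: K+/Tl+ depolarizing stimulus; Dosing: single dose; Timing: dye 90 min, compound 20 min, room temperature; Measured by: kinetic FluxOR thallium fluorescence, 10-s 1-Hz baseline, 110-s post-stimulus read; Read-out: peak-minus-minimum fluorescence over initial fluorescence, negative-control normalized, B-scored.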
KCNK3 inh: human KCNK3 channel inhibition, primary screen; O14649; CHO-KCNK3 thallium flux, FluxOR fluorescence; hits give low values; B-score at 10 µM; actives 0.84% (n = 340,000);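 active means B-score under library mean minus 4 SD, starting fluorescence ratio at most library mean plus 5 SD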;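 further: more negative B-score means stronger inhibition of thallium flux through KCNK3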
* = called active by the depositor; i = inactive; ? = inconclusive; nt = no result given.

SMILES | TRPC4 inh | DYRK1A inh | Platelet DG rel | hERG protect | TRPC4 act | KCNQ1 inh | KCNK9 inh | PolyA inh | TRPC4 potent | KCNQ1 act | KCNK3 inh
CCc1cc(C(=O)Nc2cc(S(=O)(=O)N(CC)CC)ccc2N2CCN(C)CC2)sc1C | i | -5.7 | 0.2 | -14.2 | i | i | i | i | i | i | i
COc1ccc(C2c3c(ccc4ccccc34)Oc3ncn4nc(Cc5ccc(OC)c(OC)c5)nc4c32)cc1 (centres undefined) | i | nt | -5.8 | -9.8 | i | i | i | i | i | i | nt
CCCn1nnnc1SCC(=O)NCc1ccc2c(c1)OCO2 | i | 2.5 | 1.1 | -3.8 | i | i | i | i | i | i | i
CCC1c2ccc(C)n2CCN1C(=O)Nc1cc(Cl)ccc1OC (centres undefined) | i | -0.2 | -0.6 | -7.3 | i | i | i | i | i | i | i
Cc1nnc(SCC(=O)N(C(C)C)C(C)C)nc1C | i | -1.7 | -3.7 | -3.5 | i | i | i | i | i | i | i
COC(=O)c1ccc(OCC(O)CN2C(=O)c3ccccc3C2=O)cc1 (centres undefined) | i | -0.8 | 1.9 | -8.1 | i | i | i | i | i | i | i
CN(C)CCOCCOc1ccc(Cl)c2ccccc12 | i | nt | -1.7 | 0.8 | i | i | i | i | i | i | i
CCc1ccc(N=CC23c4ccccc4C(c4ccccc42)C2C(=O)N(c4ccc(OC)cc4)C(=O)C23)cc1 (centres undefined) | i | -6.1 | -1.4 | -8.1 | i | i | i | i | i | i | i
CC(=O)NC1=NN(C(C)=O)C(C)(c2cccs2)S1 (centres undefined) | i | 6.7 | -6.2 | -8.6 | i | i | i | i | i | i | i
COc1ccc(N(CC(=O)Nc2cccc(N(C)S(C)(=O)=O)c2)S(=O)(=O)c2ccc(F)cc2)cc1 | i | 3.4 | 9.3 | -10.1 | i | i | i | i | i | i | i
O=C(CS(=O)(=O)c1c[nH]c2ccccc12)NC1CCCCC1 | i | 1.4 | 8.2 | -6.7 | i | i | i | i | i | i | i
Cc1cccc(NC(=O)CNC(=O)c2ccc(-n3cncn3)c([N+](=O)[O-])c2)c1C | i | -4.0 | 10.9 | -6.9 | i | i | i | i | i | i | i
Cc1nnc(NC(=O)CSc2cn(CCNC(=O)c3ccccc3)c3ccccc23)s1 | i | -7.5 | 57.7* | -22.0 | i | i | i | i | i | i | i
COc1ccc(CNC(=O)/C(C)=C\C(=O)O)cc1 | i | 0.4 | 7.4 | -9.5 | i | i | i | i | i | i | i
Cc1ccccc1N1CCN(C2CCCN(C(=O)CCC(=O)N(C)C)C2)CC1 (centres undefined) | i | nt | -6.4 | -10.3 | i | i | i | i | i | i | i
CCC(=O)Nc1nn(CC(C)C)c2nc3ccc(C)cc3cc12 | i | -2.0 | -1.9 | -3.3 | i | i | i | i | i | i | i
O=C(CN1C(=O)NC2NC(=O)NC21)N/N=C/c1ccccc1F (centres undefined) | i | nt | 1.4 | -6.5 | i | i | i | i | i | i | nt
CC(C)(C)C(=O)NC1CCN(S(C)(=O)=O)CC1 | i | 3.0 | 17.2 | -1.2 | i | i | i | i | i | i | i
COc1ccc(OC)c(S(=O)(=O)Nc2ccccc2C(=O)O)c1 | i | 4.5 | 11.9 | -12.1 | i | i | i | i | i | i | i
Cc1ccc(N(Cc2ccco2)C(=O)c2ccc(N3CCCCC3)c([N+](=O)[O-])c2)cc1 | i | -1.8 | 3.9 | -7.2 | i | 8* | i | i | i | i | i
O=C(NCc1ccccc1)c1ccc(CS(=O)(=O)Cc2ccccc2F)o1 | i | 6.3 | -3.4 | -3.4 | i | i | i | i | i | i | i
CCOP(=O)(OCC)c1nc(-c2cccc3ccccc23)oc1N1CCOCC1 | i | 1.1 | -2.7 | -14.3 | i | i | i | i | i | i | i
Cc1cc(C)c(NC(=O)Cn2nc(-c3ccccc3)nc2-c2ccccc2)c(C)c1 | i | -1.7 | -18.1 | -0.8 | i | i | i | i | i | i | i
O=C1/C(=C\c2ccccc2)SC(=S)N1CCC(=O)N1CCCCC1CCO (centres undefined) | i | nt | 8.0 | -9.6 | i | i | i | i | i | i | i
Cc1ccc(-n2cccc2C(=S)N=P(N(C)C)(N(C)C)N(C)C)cc1 | i | nt | 7.8 | -11.1 | i | i | -7.6* | i | i | i | i
CC(C)(C)Sc1ccc(N)nc1 | i | 4.4 | 0.3 | 1.0 | i | i | i | i | i | i | i
CCOC(=O)N1CCN(c2cc(C)c(C(C)=O)cc2F)CC1 | i | 3.6 | 4.5 | -9.0 | i | i | i | i | i | i | i
Cc1cccc(N(CC(=O)N2CCCCCC2)S(C)(=O)=O)c1C | i | -2.7 | 8.8 | -6.6 | i | i | i | i | i | i | i
COc1ccccc1C(=O)Nc1ccc(Oc2nnc(-c3ccc(C)cc3)c3ccccc23)cc1 | i | 1.3 | -11.9 | -12.1 | i | i | i | i | i | i | i
Cc1ccc(OCC(=O)N/N=C\c2cn(Cc3ccccc3)c3ccccc23)cc1C | i | 2.4 | 3.5 | -11.6 | i | i | i | i | i | i | i

Brought forward from above: 2 entries, followed by the next part.
SMILES | TRPC4 inh | DYRK1A inh | Platelet DG rel | hERG protect | TRPC4 act | KCNQ1 inh | KCNK9 inh | PolyA inh | TRPC4 potent | KCNQ1 act | KCNK3 inh
COc1ccccc1C(=O)Nc1ccc(Oc2nnc(-c3ccc(C)cc3)c3ccccc23)cc1 | i | 1.3 | -11.9 | -12.1 | i | i | i | i | i | i | i
Cc1ccc(OCC(=O)N/N=C\c2cn(Cc3ccccc3)c3ccccc23)cc1C | i | 2.4 | 3.5 | -11.6 | i | i | i | i | i | i | i
O=C(NNC(=O)C(Cl)Cl)c1cnn(-c2ccccc2)c1C(F)(F)F | i | 2.3 | 2.7 | -1.6 | i | i | i | i | i | i | i
COC(=O)Oc1ccc(/C=N/NC(=O)CSCc2ccccc2Br)cc1OC | i | 1.5 | 18.7 | -10.0 | i | i | i | i | i | i | i
CCC(C(=O)N/N=C/c1cccnc1)c1ccccc1 (centres undefined) | i | 2.1 | -25.6 | -12.4 | i | i | i | i | i | i | i
COc1ccc(S(=O)(=O)/N=C2/NC(=O)/C(=C/c3ccco3)S2)cc1 | i | 35.6 | -9.9 | -12.0 | i | i | i | i | i | i | i
COc1cc2c(C(=O)NCCCN3CCN(c4cccc(Cl)c4)CC3)cn(C)c(=O)c2cc1OC | i | 6.6 | -5.6 | -2.0 | i | i | i | i | i | i | i
COc1cccc(NC(=O)CN(C)C(=O)c2ccc3c(c2)S(=O)(=O)N=C2CCCCCN23)c1 | i | 10.8 | -5.5 | -7.0 | i | i | i | i | i | i | i
Cc1ccc(SCC(=O)NCCCc2ccccc2)cc1 | i | 1.7 | 12.1 | -13.9 | i | i | i | i | i | i | i
CCOc1ccc(S(=O)(=O)Nc2ccc(C(=O)NCC3(N4CCCCC4)CCCCC3)cc2)cc1 | i | 3.8 | 9.1 | -11.5 | i | i | i | i | i | i | i
O=C1/C(=C/Nc2ccc3c(c2)OCO3)CCc2ccccc21 | i | 14.5 | ? | -12.6 | i | 6* | i | i | i | i | i
CCc1nnc(NC(=O)CN2C(=O)CCC2=O)s1 | i | 1.0 | 16.7 | -7.5 | i | i | i | i | i | i | i
O=C1CC(Cc2ccc(Br)cc2)C(=O)N1c1ccccc1 (centres undefined) | i | nt | -12.1 | -6.0 | i | i | i | i | i | i | i
CC1(C)CC(=O)C(C(O)c2cccc([N+](=O)[O-])c2)C(C)(C)N1 (centres undefined) | i | -2.2 | 19.0 | -8.8 | i | i | i | i | i | i | i
O=C(CN(C(=O)CCC(=O)Nc1ccccn1)c1ccc(F)cc1)NCCc1ccccc1 | i | 2.3 | 7.5 | -2.1 | i | i | i | i | i | i | i
CCOc1cc(/C=N/NC(=O)C(N)=O)cc(Br)c1O | i | -0.5 | -4.3 | -4.7 | i | i | i | i | i | i | i
Cc1ccccc1NC(=O)c1ccc(Cl)c(NC(=O)c2cccnc2)c1 | i | nt | -0.8 | -8.7 | i | i | i | i | i | i | nt
Cc1ccccc1N(C(=O)c1ccco1)C(C(=O)NC1CCCC1)c1cccnc1 (centres undefined) | i | -1.2 | -5.2 | -6.0 | i | i | i | i | i | i | i
O=C(OCCN1CCCC1=O)c1cc(F)c(F)c(F)c1F | i | -4.4 | -10.9 | -10.2 | i | i | i | i | i | i | i
CCC(Sc1nc2ccccc2o1)C(=O)O (centres undefined) | i | -1.2 | -4.1 | -8.0 | i | i | i | i | i | i | i
O=C(COCc1cc(-c2ccc3c(c2)OCO3)on1)N1CCN(c2ccccc2)CC1 | i | -3.4 | 1.7 | -5.9 | i | i | i | i | i | i | i
COc1ccc(-c2csc(-c3cc4ccccc4oc3=N)n2)cc1 | i | 1.8 | 3.2 | -6.4 | i | i | i | i | i | i | i
O=C(CCN1C(=O)/C(=C/c2cccs2)SC1=S)Nc1cccc(C(=O)O)c1 | i | -6.2 | -1.8 | -0.6 | i | i | i | i | i | i | i
COc1cccc(NC(=O)CSc2nnc(CNC(=O)c3ccccc3)n2C)c1 | i | 4.0 | 11.4 | 1.7 | i | i | i | i | i | i | i
Cc1ccc(S(=O)(=O)N(C)C)cc1NC(=O)CN1C(=O)NC2(CCCc3ccccc32)C1=O (centres undefined) | i | 5.6 | 14.0 | -11.0 | i | i | i | i | i | i | i
Cc1ccc(C)c(NC(=S)N(CCN(C)C)C(C)c2ccccn2)c1 (centres undefined) | i | -4.4 | 13.3 | -6.5 | i | i | i | i | i | i | i
COCCn1c(C)cc(C(=O)CSc2ncn[nH]2)c1C | i | 1.2 | 5.4 | -11.9 | i | i | i | i | i | i | i
CCCNC(=O)C(=O)Nc1ccc2c(c1)N(S(=O)(=O)c1cccs1)CCC2 | i | -2.5 | 28.8 | -11.4 | i | i | i | i | i | i | i
Cc1ccc(C)c(NC(=O)CN(C)C(=O)c2ccccc2OCc2ccccc2Cl)c1 | i | 2.6 | -2.9 | -27.2 | i | i | i | i | i | i | i
O=C(NC1CCCCCC1)c1cccnc1Sc1ccc(Cl)cc1 | i | 2.1 | 7.3 | -7.0 | i | i | i | i | i | i | i
Cc1nn(C(=O)CCCn2cc([N+](=O)[O-])cn2)c(C)c1Cl | i | nt | -0.8 | -14.1 | i | i | i | i | i | i | i

Some of the compounds tested; count on the stated rates, not on these rows.
